MC4R barr agon – human MC4R agonism via beta-arrestin. actives 0.98% (n = 360,000). U2OS MC4R beta-arrestin complementation, luminescence; percent of melanotan II response, DMSO zero. P32245. AID 540308. activation, % at 8.9 µM;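 active = activation above a per-plate cutoff, the mean activation of sample wells on that plate plus 3 SD, cut at about 8% in these data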
Target sequence (P32245 whole entry, looked up): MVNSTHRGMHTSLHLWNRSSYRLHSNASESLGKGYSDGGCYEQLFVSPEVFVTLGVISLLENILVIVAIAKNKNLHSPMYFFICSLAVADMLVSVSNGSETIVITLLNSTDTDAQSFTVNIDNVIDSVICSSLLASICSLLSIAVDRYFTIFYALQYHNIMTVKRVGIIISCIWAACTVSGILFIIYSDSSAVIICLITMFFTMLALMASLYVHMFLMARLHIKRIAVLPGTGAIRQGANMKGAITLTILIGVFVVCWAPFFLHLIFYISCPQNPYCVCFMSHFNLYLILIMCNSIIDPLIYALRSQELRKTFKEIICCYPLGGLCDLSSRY
ABCB6 inh MLPCN – human ABCB6 transporter inhibition; fluorescence ratio to DMSO, % at 10 µM; K562-ABCB6 porphyrin accumulation, flow cytometry, 1 h; active compounds read low; actives 0.19% (n = 360,000); Q9NP58;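 active = fluorescence ratio to DMSO below 75%, the collection mean minus 3 SD; inconclusive = too few cells collected in the well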;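 note: signal is porphyrin accumulated inside mitochondria; 100% equals median channel fluorescence of DMSO control wells; lower ratio means ABCB6 inhibition with less porphyrin fluorescence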
Cardio protect – protects H9c2 cardiomyocytes from peroxide injury; H2O2 injury protection, ATPLite, 2 h; protection from H2O2 cell death, % at 20 µM; actives 0.63% (n = 360,000);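 active = compounds giving at least 50% protection of heart cells from peroxide-induced death in the single-dose screen, raw or plate-pattern-corrected value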;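 note: 0% = DMSO wells with peroxide and 100% = DMSO wells without peroxide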
Granule exo inh – blocks lytic granule exocytosis; TALL-104 LAMP-1 surface exposure, flow cytometry; cells stimulated with thapsigargin and PMA; inhibition, % at 10 µM; actives 0.66% (n = 360,000);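 active = inhibition above about 55%, limit read from the data; inconclusive = no clear call, values can overlap the other calls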
Glyco luc inh – blocks N-linked glycosylation in D54 reporter cells; D54 ERlucT glycosylation luciferase reporter, 24 h; percent of 100 nM tunicamycin response; reporter increase, % at 12.5 µM; actives 0.23% (n = 360,000);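 active = mean luciferase reporter signal, scaled so untreated is 0 and the glycosylation-blocking control 100, at or above a set limit in every replicate; inconclusive = mean reaches the limit but not every replicate does; inactive = mean below the limit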;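 note: luciferase carries N-glycosylation sites so blocking glycosylation raises the light; 0% = median of neutral control wells and 100% = median of 100 nM tunicamycin wells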
ABHD5 PLIN5 PPI – inhibitors of human ABHD5-perilipin-5 interaction; Q00G26+Q8WTS1; Split G. princeps luciferase complementation, luminescence, 4 h; inhibition, % at 4 µM; actives 0.78% (n = 360,000);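 active = inhibition above the mean inhibition across every tested compound plus 3 SD, cut at about 22% in these data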;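 note: 0% = DMSO only wells and the 100% control is not disclosed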
HTR2A ag – agonists of mouse serotonin 5-HT2A receptor (HTR2A); actives 0.66% (n = 360,000); P35363; activation, % at 7.6 µM; CHO-K1 mHTR2A beta-arrestin complementation, luminescence; percent of 30 µM serotonin response; AID 624169;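 active = activation above a run cutoff, the mean activation of all tested compounds plus 3 SD, cut at about 14% in these data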;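 note: 0% = plate median of compound wells and 100% = 30 µM serotonin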
MC4R antag cAMP – blocks human MC4R cAMP signaling. P32245. MC4R-expressing cells, MTII-stimulated cAMP, LANCE TR-FRET. inhibition, % at 6.5 µM. actives 0.48% (n = 360,000). AID 540295;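 active = inhibition above its plate's cutoff, the mean of tested wells on that plate plus 3 SD, cut at about 29% in these data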;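 note: 0% = Melanotan II alone and 100% = Melanotan II plus saturating MCL0020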
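Material: U2OS-MC4R stable cell line | Reagent: Melanotan II challenge after compound preincubation | Doses: One concentration, 6.5 µM nominal | Incubation: 30-min compound preincubation, 1-h Melanotan II challenge, 1-h detection, room temperature | Signal: TR-FRET cAMP assay | Replicates: One well per compound, no replicates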
PDI turbidity – blocks human protein disulfide isomerase activity. inhibition, % at 10 µM. actives 0.052% (n = 350,000). PDI insulin aggregation turbidity, A650, 90 min. P07237. AID 588391;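 active = mean inhibition across replicates of 30% or more, whatever share of single replicates reach that level; inconclusive = mean inhibition below 30% while every single replicate reaches 30%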;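 note: absorbance from insulin aggregation driven by PDI reduction with DTT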
Target sequence (P07237 whole entry, looked up): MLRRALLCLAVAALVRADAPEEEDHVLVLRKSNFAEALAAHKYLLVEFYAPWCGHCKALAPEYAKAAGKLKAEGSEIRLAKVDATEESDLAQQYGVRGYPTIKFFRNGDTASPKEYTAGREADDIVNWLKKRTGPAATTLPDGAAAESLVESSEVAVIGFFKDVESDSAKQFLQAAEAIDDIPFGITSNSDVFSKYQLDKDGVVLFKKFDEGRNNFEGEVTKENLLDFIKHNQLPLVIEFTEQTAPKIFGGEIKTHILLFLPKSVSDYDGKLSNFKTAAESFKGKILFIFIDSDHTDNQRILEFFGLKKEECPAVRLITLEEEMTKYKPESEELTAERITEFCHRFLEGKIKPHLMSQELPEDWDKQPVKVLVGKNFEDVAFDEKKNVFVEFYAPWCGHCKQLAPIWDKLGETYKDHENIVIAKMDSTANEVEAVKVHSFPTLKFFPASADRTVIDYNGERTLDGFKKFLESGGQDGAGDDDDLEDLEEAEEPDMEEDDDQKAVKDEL
CaV13 FRET inh – Primary screen for inhibitors of IQ motif and Ca2+-dependent inactivation inhibitor domain binding in CACNA1D, Förster resonance energy transfer in living cells, …; HEK cells, CFP/YFP FRET ICDI-IQ, plate reader, 10 min; percent FRET-ratio fall versus neutral wells; inhibition, % at 12.3 µM; actives 0.098% (n = 340,000); AID 743397;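 active = mean replicate inhibition of at least 30% and at least 1% of replicates passing that level; inconclusive = only one of the two criteria is met; inactive = neither criterion is met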;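 note: 0% = median of the neutral control wells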
* hit, by the source's call; ? = inconclusive; . = no result given; & = joins results of further samples.

SMILES	MC4R barr agon	ABCB6 inh MLPCN	Cardio protect	Granule exo inh	Glyco luc inh	ABHD5 PLIN5 PPI	HTR2A ag	MC4R antag cAMP	PDI turbidity	CaV13 FRET inh
CC1(C)C2CCC1(CS(=O)(=O)N1CCCc3ccccc31)C(=O)C2 (centres undefined)	-1.9	107.0	9.0	-3.7	-0.7	1.6	6.2	9.2	-1.5	-3.3
C[C@]12c3[nH]c4cc(-c5ccco5)ccc4c3CCN1C(=O)[C@@H](CC(=O)NCC13CC4CC(CC(C4)C1)C3)C[C@@H]2C(=O)N1CCOCC1	-1.3	100.0	-0.5	5.2	-0.5	10.0	0.6	3.9	13.5	-4.7
Brc1cccc(-c2nc3c4ccccc4ccn3c2Cc2ccsc2)c1	.	98.0	-1.0	3.0	-3.1	-14.9	-5.8	.	.	-2.5
COCn1c(-c2ccc(OC)cc2)nc2ccccc21	-2.1	94.0	-25.6	-0.5	-1.8	-1.6	-0.9	1.6	3.1	-4.8
N#CC(c1ccccn1)(c1ncc(C(F)(F)F)cc1Cl)N1CCOCC1 (centres undefined)	-2.1	105.0	0.6	-1.5	2.4	-0.2	-0.5	1.0	0.2	-4.5
Cc1cnc(NC(=O)C2C(=O)c3ccccc3S(=O)(=O)N2C)s1 (centres undefined)	-1.3	97.0	-6.1	-1.5	0.6	3.6	1.5	9.1	-1.9	-5.5
CCOc1ccccc1NC(=O)Cn1c(=O)oc2cc(Cl)ccc21	-1.0	81.0	6.1	-4.5	-0.9	-11.4	11.4	-13.7	-0.3	-1.7
COc1ccc(NC2c3ncccc3C(=O)N2Cc2cccs2)cc1 (centres undefined)	-0.1	99.0	4.2	-0.8	0.8	-3.6	-2.7	1.6	0.8	-14.5
Cc1ccc(-n2nc3ccc(NC(=O)c4cccc([N+](=O)[O-])c4C)cc3n2)cc1	8.9*	86.0	-14.4	16.3	-5.6	6.5	6.1	26.2	11.7	-3.5
COc1ccc(/C=C(\NC(=O)c2ccc(OC)c(OC)c2)C(=O)N2CCN(C)CC2)cc1	-2.5	78.0	4.8	-16.7	-0.2	-3.0	-4.4	3.4	4.6	-6.6
COC(=O)c1cccc(NC(=O)c2cnoc2C)c1	-1.0	92.0	3.3	-2.1	2.6	5.5	3.5	3.0	-11.9	.
O=C(N/N=C/c1ccc([N+](=O)[O-])o1)c1sc2ccccc2c1Cl	0.6	155.0	11.1	2.6	11.5	-0.2	-4.9	6.0	2.6	-6.9
CCN(CC)Cc1c(O)ccc2c(=O)c(-c3ccccc3OC)coc12	-0.1	100.0	-4.4	-5.1	0.9	-1.9	1.3	13.6	1.6	-3.9
COCCn1c(SCC(=O)NCCCN2CCCC2=O)nc2sc3c(c2c1=O)CCCC3	-1.0	99.0	-0.2	-1.3	-1.2	-4.8	-2.5	5.2	-5.3	-3.4
Cc1ccc(NC(=O)c2ccccc2N(C)S(C)(=O)=O)cc1C	-1.3	96.0	7.1	-0.6	0.1	4.0	-4.5	-3.6	-20.5	-5.4
Cc1cccc(NC(=S)NNC(=O)CCn2nc(C)c([N+](=O)[O-])c2C)c1	0.8	95.0	0.3	-0.3	-0.3	-8.5	-2.2	3.5	-5.8	-4.3
Cc1cc2c(cc1C)CSC(c1ccccc1O)SC2	-0.6	95.0	-18.6	-2.0	-6.5	-19.0	1.9	11.2	-2.7	-3.7
CCCCNc1c(-c2ccc(OC)c(SC(C)CC)c2)nc2ccc(C)cn12 (centres undefined)	0.9	102.0&101.0	-20.3	30.6&43.4	-3.6	2.2&7.4	2.4&1.5	36.2*	-1.8	-5.2&-12.1
O=C1CCC(C(=O)N2CCN(c3cnccn3)CC2)CN1CCc1ccc(Cl)cc1 (centres undefined)	-2.2	96.0	-0.8	0.8	0.8	-0.8	4.1	7.3	-3.4	-3.5
COc1ccc(NC(=O)C[C@H]2C(=O)N(Cc3ccccc3)C[C@@H]2CSC)cc1	-1.1	96.0	-0.3	-8.5	-2.3	-7.5	-4.0	0.4	-7.1	-9.1
CN(C)CCNc1ncnc2c1sc1nc(N3CCCC3)c3c(c12)CC(C)(C)OC3	0.1	97.0	-6.2	48.6	-11.3	2.8	-7.2	-1.8	-5.5	-4.9
O=C(C[n+]1cc(-c2ccc(Cl)cc2)n2c1CCCCC2)c1ccccc1	-1.5	99.0	-4.7	5.8	0.2	5.5	-1.3	3.1	2.8	-13.0
CCOc1ccc(C2OCCC(C)O2)cc1OC (centres undefined)	-0.6	99.0	0.9	2.3	0.0	8.0	11.4	1.6	5.3	-10.4
COc1ccc(C(=O)c2[nH]c(N)c(C(=O)NCCc3c[nH]c4ccccc34)c2-c2ccccc2Br)cc1	.	120.0	.	14.2	.	3.3	-2.6	.	.	-11.3
COc1ccc(N2CCN(c3ncnc4nc[nH]c34)CC2)cc1	-0.1	106.0	-2.6	-2.6	0.2	-11.7	0.9	7.0	-6.3	-7.4
O=C(Nc1sc2c(c1C(=O)N1CCOCC1)CCCCC2)c1cccnc1	0.2	99.0	-3.7	-1.8	1.0	3.3	2.6	1.9	0.6	-5.4
CCc1nc2ccccc2n1Cc1ccc(OC)c(OC)c1	-1.9	91.0	4.1	-0.6	1.4	-3.3	-1.5	-6.0	-1.5	-5.7
NC(=O)CSc1nnc(-c2cc(-c3ccc(Cl)cc3)nc3ccccc23)o1	-0.6	97.0	-5.4	1.1	-2.4	0.3	1.9	10.7	-8.0	-9.2
CCSc1nnc(CNc2ccc(F)cc2)n1CC1CCCO1 (centres undefined)	1.5	98.0	3.9	2.7	1.0	-4.1	1.4	6.8	5.5	-3.5
O=C(CNC(c1ccccc1)c1ccccc1)Nc1ccccc1Br	3.4	102.0	1.2	18.4	-2.7	-0.8	-3.7	15.3	0.5	-4.3
O=C1C2C3C=CC(C4CC34)C2C(=O)N1c1nccs1 (centres undefined)	-0.2	99.0	7.4	21.0	1.7	3.5	0.6	18.9	5.2	-4.7
CC(C)c1ccc(-c2c(C#N)c(N)nc3c2CCCCC3)cc1	2.4	.	-6.5	1.2	-1.4	-7.8	-4.3	9.0	3.9	-5.2
CCN1CCN(C(=S)Nc2cccc(Cl)c2)CC1	5.3	99.0	1.5	13.0	-0.7	9.8	7.1	-0.6	7.7	-4.8
O=C(COc1ccccc1Cl)NCc1nc(-c2ccccc2)no1	-1.6	92.0	-2.8	-1.5	0.6	-8.4	0.2	8.4	-5.3	-7.9
Cc1cc(/C=C2\C(=N)N3N=C(CC(=O)N4CCOCC4)SC3=NC2=O)c(C)n1Cc1ccccc1	-1.5	96.0	5.3	-4.9	2.6	4.5	0.9	5.9	6.7	-2.1
C[C@H](NC(=O)c1nc[nH]c1C(=O)NCCCCCN)C(=O)OCc1ccccc1	-1.5	99.0	1.0	-2.4	2.6	5.5	6.2	3.2	5.3	-9.8
CCc1ccc(C(O)c2ncc(-c3cccc(C)c3)[nH]2)cc1 (centres undefined)	0.3	96.0	-13.2	-0.7	1.7	-1.9	-5.3	-3.4	6.7	-3.7
COc1ccc(NC(=O)c2cnc(SC)nc2C)c(OC)c1	-1.0	103.0	-0.7	4.1	1.1	3.4	-0.1	18.6	2.7	-3.9
O=C(O)c1ccc(-c2ccccc2C(F)(F)F)o1	-1.2	97.0	0.3	0.1	-2.3	5.2	-1.4	12.1	-3.1	.
CCCCc1nnc(SCC(=O)NC2CCCCC2)n1C	-2.5	104.0	-0.4	-0.1	1.3	-6.2	-3.6	2.4	0.2	-5.6
NS(=O)(=O)c1ccc(CCNC(=O)CCCn2c(SCC(=O)N3CCCC3)nc3ccsc3c2=O)cc1	-3.5	97.0	-3.1	-2.5	1.0	7.5	3.5	10.9	4.9	-4.1
Cc1ccc(-n2cc(CNC(C)c3cnn(C)c3C)c(-c3ccc(F)cc3)n2)cc1 (centres undefined)	2.1	93.0	9.3	6.3	-1.6	6.5	-2.9	7.2	10.9	-3.0
COc1cccc(NC(=S)N(CCN(C)C)C(C)c2ccncc2)c1 (centres undefined)	0.9	102.0	2.6	-6.9	-1.9	0.7	3.6	5.8	-2.7	-2.5
O=C(O)c1ccccc1C(=O)c1cccs1	-0.9	102.0	8.7	1.6	2.1	-11.0	-4.5	1.7	20.4	.
COc1ccc(-c2sc3ccc(OC)cc3c2C#CCCO)cc1	-1.6	101.0	-11.3	7.9	2.4	2.7	-11.4	10.4	-6.6	.
CCCCCc1nnc(NC(=O)NS(=O)(=O)c2ccc(C)cc2)s1	-1.6	90.0	4.0	14.2	5.5	7.4	-2.8	5.8	2.8	-7.2
Cc1cc(S(=O)(=O)Nc2ncnc3sccc23)ccc1F	0.0	99.0	8.8	-1.5	0.2	-5.4	6.8	0.7	-4.0	-11.4
C=CCNCC#CCOc1ccc(OC)cc1	2.8	93.0	-4.8	0.3	0.3	4.2	-7.8	-3.7	3.2	.
Cc1ccc2oc(-c3ccc(NC(=O)CC(C)C)cc3)nc2c1	14.2*	96.0	-13.4	4.2	-7.1	11.0	1.5	3.0	1.3	-9.4
COc1cccc(C(O)c2ncc(-c3cccc4ccccc34)[nH]2)c1 (centres undefined)	-0.8	97.0	-1.0	-10.7	0.9	-1.2	1.8	-5.1	-4.6	-3.7
CCOC(=O)c1c(NC(=S)N2CCOCC2)sc2c1CCN(C(=O)OCC)C2	-0.3	92.0	17.4	10.9	3.5	5.2	-0.4	20.8	7.4	-4.5
Cc1cc(C)n2nc(SC(C)C(=O)Nc3ccccc3F)nc2n1 (centres undefined)	-1.9	99.0	2.1	3.7	1.4	-2.2	4.8	2.1	-19.2	-5.2
Cc1nc2ccccn2c1/C(O)=C1\C(=O)C(=O)N(CCN2CCOCC2)C1c1cccs1 (centres undefined)	-1.4	100.0	3.6	1.5	3.9	1.6	7.9	-8.2	-5.2	-3.7
Cc1c(/C=N/NC(N)=O)c2ccccn2c1C(=O)c1ccc(F)cc1	-2.4	100.0	43.2	-0.2	2.0	-2.7	-0.6	-20.2	-10.6	-3.0
CCC(CC)C(C(=O)NCc1ccccc1)N(C)Cc1ccc(Cl)c(Cl)c1 (centres undefined)	.	.	.	23.7	.	-15.5	-4.4	.	.	-9.0
COc1ccc(C(=O)N/C(=C\c2ccc(Cl)cc2)C(=O)NCc2ccncc2)cc1	-0.8	97.0	-1.6	-32.7	2.6	-5.1	-4.5	-0.8	3.5	-10.8
O=C(/C=C/c1cccc(F)c1)Nc1nccs1	-3.1	?	3.3	-1.5	-2.8	2.3	-0.4	3.8	5.3	-6.4
Cc1ccc(COC(=O)CCc2nc3ccccc3c(=O)[nH]2)cc1	-1.0	94.0	30.7	-5.4	-0.1	2.7	-2.1	-1.8	-2.5	-16.7
